Screening data deposited in PubChem BioAssay by Broad Institute.
esBAF inh = SWI/SNF esBAF complex inhibition. mouse ES cells, Bmi1-luciferase knock-in reporter, 24 h; 100% = twice the neutral-well signal. reporter increase, % at 12.5 µM. 350,000 tested, 2% active; in the data active = activation above about 40%; inconclusive = no clear call, values can overlap the other calls;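 also: 0% = median of the plate's neutral control wells and 100% = double that signal; a rise in the Bmi1 reporter signal indicates esBAF inhibition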
S100A4 inh HTS = inhibitors of human S100A4 binding to myosin IIA peptide. P26447. S100A4/TAMRA-MyoIIA peptide fluorescence polarization. inhibition, % at 10.7 µM. 360,000 tested, 0.14% active;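 active = mean inhibition of at least 70% across replicates, with every replicate also reaching that level; inconclusive = mean inhibition reaches 70% but some replicates fall short; inactive = mean inhibition below 70%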
Target sequence (P26447 whole entry, looked up): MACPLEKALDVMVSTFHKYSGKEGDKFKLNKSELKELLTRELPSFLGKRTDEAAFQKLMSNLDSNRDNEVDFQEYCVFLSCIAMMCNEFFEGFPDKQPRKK
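Test system – S100A4 monomer (human) · Compound – single-point compound testing · Schedule – 5 min incubation before reading · Probe or stimulus – TAMRA-labelled myosin IIA heavy-chain peptide probe, 5 nM · Benchmarks – neutral control DMSO, positive control TFP · Medium – Calcium-containing HEPES buffer, pH 7.2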
SIRT5 block = inhibitors of human sirtuin-5 desuccinylase | Q9NXA8 | Purified SirT5, succinyl-peptide AMC, trypsin-coupled fluorescence | inhibition, % at 15 µM | 330,000 tested, 1.1% active; in the data active = inhibition above about 15%; inconclusive = no clear call, values can overlap the other calls
Target sequence (Q9NXA8 whole entry, looked up): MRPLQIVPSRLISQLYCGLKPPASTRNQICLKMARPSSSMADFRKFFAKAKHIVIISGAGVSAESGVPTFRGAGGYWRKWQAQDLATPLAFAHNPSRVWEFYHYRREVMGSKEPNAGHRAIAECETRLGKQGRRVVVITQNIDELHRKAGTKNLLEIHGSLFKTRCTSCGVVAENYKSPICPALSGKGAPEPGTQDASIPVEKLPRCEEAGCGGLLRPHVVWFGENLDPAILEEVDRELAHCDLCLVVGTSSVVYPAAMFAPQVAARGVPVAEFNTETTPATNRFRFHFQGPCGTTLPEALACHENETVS
LGR2 antag = blocks bursicon-induced cAMP signaling via Drosophila LGR2. inhibition, % at 9.99 µM. HEK293 LGR2, CRE-luciferase, bursicon-stimulated, 4 h. AID 720647. 380,000 tested, 0.35% active;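 active = drop in luminescence signal, shown as inhibition above about 50% in the replicate tests, limit read from the data, passing the limit was not always enough; inconclusive = probably only some replicates passing the limit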;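 also: agonist challenge used bursicon conditioned medium at about half maximal strength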
CASP6 VEID inh = inhibitors of human caspase-6. P55212. purified caspase-6, Z-VEID-R110 cleavage fluorescence. inhibition, % at 12.5 µM. 350,000 tested, 0.53% active. AID 686996;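 active = mean inhibition across replicates at least about 35%, with every replicate also reaching that limit, limit read from the data; inconclusive = only one of the two criteria met; inactive = neither criterion met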;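 also: 0% = median of neutral control wells and 100% = no fluorescence left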
Target sequence (P55212 24-179 limits assumed): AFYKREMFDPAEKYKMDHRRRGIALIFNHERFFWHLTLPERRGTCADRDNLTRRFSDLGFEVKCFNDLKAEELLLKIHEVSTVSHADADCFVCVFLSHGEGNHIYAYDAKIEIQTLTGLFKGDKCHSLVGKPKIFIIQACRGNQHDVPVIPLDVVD
Target sequence (P55212 194-293 limits assumed): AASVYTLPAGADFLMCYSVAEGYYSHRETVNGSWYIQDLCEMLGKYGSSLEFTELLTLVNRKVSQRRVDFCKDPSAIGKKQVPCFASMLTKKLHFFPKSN
Statin myotox sup = suppression of simvastatin myotoxicity; C2C12 myotubes + simvastatin, ATP luminescence, 48 h; scaled: DMSO 0, geranylgeraniol control 100; rescue of ATP level, % at 7.49 µM; 330,000 tested, 0.78% active; AID 602340;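 active = mean ATP rescue above about 67%, or every replicate alone reaching that limit, limit read from the data, passing the limit was not always enough; inconclusive = no clear call, values can overlap the other calls; inactive = mean under the limit and some replicate under it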;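 also: myotubes were challenged with 10 µM simvastatin during compound exposure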
FN deposit inh = fibronectin deposition inhibition; AH1F fibroblasts, Alexa488-fibronectin deposition fluorescence, overnight; inhibition, % at 12.6 µM; 350,000 tested, 0.086% active;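 active = mean inhibition across replicates of 30% or more, regardless of how many single replicates reach that level; inconclusive = mean under 30% yet at least half of replicates reach 30%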;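 also: positive control wells lacked labelled fibronectin entirely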
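material = AH1F fibroblast monolayer depositing Alexa488-labelled fibronectin into matrix | amount = 10000 AH1F cells/well | buffer or medium = DMEM plus 2% serum, read in PBS | incubation = 1 h cell adhesion before compound, then overnight fibronectin incubation | detection = fluorescence at 485 nm excitation, 525 nm emission | evaluation = percent inhibition as loss of matrix-bound fibronectin fluorescence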
An asterisk follows results filed as active; ? = inconclusive; . = no result given; & = joins results of further samples.

SMILES	esBAF inh	S100A4 inh HTS	SIRT5 block	LGR2 antag	CASP6 VEID inh	Statin myotox sup	FN deposit inh
COc1cc(NC(=O)CSc2nnnn2Cc2ccccc2)cc(OC)c1	.	2	-1	26	1	.	.
O=C(O)[C@H]1CCCC[C@H]1C(=O)Nc1ccc(S(=O)(=O)N2CCCCC2)cc1	5	-10	-3	14	-2	6	3
O=C(Nc1ccccc1)Nc1cccc2ccccc12	11	9	-9	-19	-3	-4	2
COCC#Cc1cnc2c(c1)C(=O)N([C@H](C)CO)C[C@H](C)[C@H](CN(C)C(=O)c1cccnc1)O2	-3	5	7	10	-3	10	1
N#Cc1nc(COc2ccc(Cl)cc2Cl)oc1N1CCN(c2ccccc2)CC1	-10	.	.	4	.	-8	1
CC(C)(C)n1nnnc1C(c1ccc(C#N)cc1)N1CCCC2(CCCCC2)C1 (configuration not stated)	-5	.	.	31	.	-23	.
COc1cccc(NC(=O)N2CC(=O)N3[C@H](CO)[C@@H](c4ccc(C5=CCCC5)cc4)[C@H]3C2)c1	.	-11	0	2	-1	.	3
C[C@H](CO)N1C[C@H](C)[C@@H](CN(C)S(=O)(=O)c2ccc(F)cc2)Oc2ccc(NS(=O)(=O)c3cccs3)cc2C1=O	1&-1	2&6	1&-3	4	-3&0	22	1
Cc1noc(C)c1NC(=O)N(C)C[C@H]1Oc2ccc(NS(=O)(=O)c3ccc(F)cc3)cc2C(=O)N([C@@H](C)CO)C[C@H]1C	1	-24	-4	0	0	-20	.
O=C(COC(=O)CCc1nc2ccccc2c(=O)[nH]1)Nc1ccccc1Cl	-3	-4	1	-4	0	10	3
O=C(NC1CC1)c1ccc(F)cc1Cl	-7	.	.	.	.	1	-10
CCCN(CC(=O)Nc1ccccc1C)C(=O)C1CCN(c2ncnc3sc(C)c(C)c23)CC1	-7	-4	-3	-15	-118	11	10
Cc1ccccc1N(CC(=O)NC(C)(C)C)C(=O)c1ccc(-c2ccccc2)[nH]1	.	1	0	13	1	.	1
C(=C\c1ccccn1)/c1ccncc1	32	3	3	-2	-1	0	-5
CC(C)[C@H](NS(=O)(=O)c1ccccc1)C(=O)OCC(=O)Nc1ccccc1Sc1ccccc1	-3	.	.	7	.	2	9
O=C(CC1NCCNC1=O)Nc1ccc2c(c1)OCO2 (configuration not stated)	-7	.	.	.	.	-17	3
CCC1Oc2ccc(C)cc2N(CC(=O)NCCN2CCOCC2)C1=O (configuration not stated)	-4	-1	-10	3	-2	38	8
CCCCn1c(N)c(N(CCC(C)C)C(=O)CSc2nnc(Nc3ccccc3)s2)c(=O)[nH]c1=O	.	-1	.	16	-3	.	.
Cc1ccccc1S(=O)(=O)c1cc2ccccc2nc1N	4	0	-7	-1	5	-2	-6
O=C(O)CCCn1cc(NC(=O)c2c(F)cccc2F)cn1	.	2	-5	-7	3	.	7

An excerpt from above in order of number of heavy atoms, rising:
SMILES	esBAF inh	S100A4 inh HTS	SIRT5 block	LGR2 antag	CASP6 VEID inh	Statin myotox sup	FN deposit inh
O=C(NC1CC1)c1ccc(F)cc1Cl	-7	.	.	.	.	1	-10
O=C(Nc1ccccc1)Nc1cccc2ccccc12	11	9	-9	-19	-3	-4	2
Cc1ccccc1S(=O)(=O)c1cc2ccccc2nc1N	4	0	-7	-1	5	-2	-6
O=C(O)CCCn1cc(NC(=O)c2c(F)cccc2F)cn1	.	2	-5	-7	3	.	7
CCC1Oc2ccc(C)cc2N(CC(=O)NCCN2CCOCC2)C1=O (configuration not stated)	-4	-1	-10	3	-2	38	8
O=C(COC(=O)CCc1nc2ccccc2c(=O)[nH]1)Nc1ccccc1Cl	-3	-4	1	-4	0	10	3
N#Cc1nc(COc2ccc(Cl)cc2Cl)oc1N1CCN(c2ccccc2)CC1	-10	.	.	4	.	-8	1
COc1cccc(NC(=O)N2CC(=O)N3[C@H](CO)[C@@H](c4ccc(C5=CCCC5)cc4)[C@H]3C2)c1	.	-11	0	2	-1	.	3
CCCN(CC(=O)Nc1ccccc1C)C(=O)C1CCN(c2ncnc3sc(C)c(C)c23)CC1	-7	-4	-3	-15	-118	11	10
C[C@H](CO)N1C[C@H](C)[C@@H](CN(C)S(=O)(=O)c2ccc(F)cc2)Oc2ccc(NS(=O)(=O)c3cccs3)cc2C1=O	1&-1	2&6	1&-3	4	-3&0	22	1
Cc1noc(C)c1NC(=O)N(C)C[C@H]1Oc2ccc(NS(=O)(=O)c3ccc(F)cc3)cc2C(=O)N([C@@H](C)CO)C[C@H]1C	1	-24	-4	0	0	-20	.

The list goes on:
SMILES	esBAF inh	S100A4 inh HTS	SIRT5 block	LGR2 antag	CASP6 VEID inh	Statin myotox sup	FN deposit inh
CC(Oc1ccc(F)cc1)C(=O)N1CCN(c2ncccn2)CC1 (configuration not stated)	2	-2	0	-2	-3	0	.
O=C(NNC(=O)c1cccc2ccccc12)c1ccc2c(c1)OCO2	54*	-3	-2	1	-3	2	5
C/C=C/c1ccc2c(c1)O[C@H](CN(C)C(=O)Nc1ccccc1)[C@@H](C)CN([C@@H](C)CO)S2(=O)=O	7	5	1	-12	-3	-27	-8
COc1ccc(CNC(=O)C(c2ccc(C)o2)N(C(=O)c2snc(C(N)=O)c2N)c2ccccc2OC)cc1 (configuration not stated)	-1	0	-2	14	-4	-5	-3
COCCn1nnnc1C(c1cc2cccc(C)c2[nH]c1=O)N1CCN(c2ccccc2F)CC1 (configuration not stated)	2	.	.	10	.	7	.
CCOc1ccccc1NC(=O)Nc1ccccn1	0	-1	-4	2	1	-1	4
O=C(c1cccc(S(=O)(=O)Nc2ccc(F)cc2)c1)N1CCOCC1	-1	-4	0	3	-5	-4	-2
CO[C@@H]1CN(C)C(=O)c2ccc(NC(=O)Nc3ccccc3)cc2OC[C@@H](C)N(C(=O)Nc2c(C)noc2C)C[C@H]1C	5	1	-3	-15	1	2	-1
O=C(O)CCC(=O)Nc1ccc(-c2nc3ccc(C(=O)c4ccccc4)cc3[nH]2)cc1	15	-2	34*	-45	7	-2	6
O=C(CC1CC1)N1CC[C@@H]2[C@@H](CO)Nc3ccc(-c4ccc(F)cc4)cc3[C@@H]21	-7	-7	0	14	7	-15	0
CCCCc1ccc(/C=C2/C(=O)ON=C2c2ccccc2)s1	3	.	.	-4	.	-6	-3
CN(C)CCOC1(Cc2ccc(F)cc2)CCC(C(C)(C)C)CC1 (configuration not stated)	.	-1	5	-8	5	.	20
CCOC(=O)C1=C(C)N(c2ccc(Cl)cc2)C(=O)NC1c1cccc([N+](=O)[O-])c1 (configuration not stated)	.	-3	-5	-6	-1	.	13
CCCNC(=O)N(C)C[C@@H]1Oc2ncc(-c3ccncc3)cc2C(=O)N([C@@H](C)CO)C[C@@H]1C	-3	-9	-1	-4	0	12	-2
NCC12CC3CC(C1)CC(c1ccc(Cl)cc1)(C3)C2	.	2	-1	16	-7	.	4
Cc1ccc(NNC(=O)c2ccc(Cl)cc2)nn1	.	2	0	5	1	.	3
Cc1ccc(S(=O)(=O)NCCC(=O)NC2CCCCC2C)cc1 (configuration not stated)	0	2	0	-18	1	0	-11
C[C@H]1CCCCO[C@H](CN(C)C(=O)Nc2ccccc2)[C@@H](C)CN([C@@H](C)CO)C(=O)c2cc(NS(=O)(=O)c3ccc(Cl)cc3)ccc2O1	1	-15	9	4	9	.	-8
COc1ccccc1C(=O)Nc1cc(C)c(OCC(=O)N2CCOCC2)c(C)c1	4	-4	2	7	0	5	.
Fc1ccc2nncc(SCc3ccccc3Cl)c2c1	4	6	5	-2	1	6	-9
CCc1cc2cccc(C)c2nc1SCC(=O)Nc1nonc1C	-3	-1	-1	-10	4	1	-4
COc1cccc(/C=C2\SC(=S)N(CCC(=O)N3CCCCC3)C2=O)c1	8	13	-36	-2	-4	16	1
C[C@H](CO)N1C[C@H](C)[C@@H](CN(C)Cc2ccc(C(F)(F)F)cc2)Oc2c(NS(=O)(=O)c3cccs3)cccc2C1=O	-2	2	3	-18	-2	6	.
Cc1ccccc1C(=O)c1cccn1CC(=O)NCc1ccccc1	16	-2	.	-1	1	-4	4
CS(=O)(=O)c1cccc(NC(=O)c2ccc(Cl)c(Cl)c2)c1	.	-12	-2	-13	0	.	.
CC(NC(=O)COC(=O)c1cc(S(=O)(=O)N2CCOCC2)ccc1F)c1ccccc1 (configuration not stated)	-9	4	-3	13	2	6	-3
C#CCNc1ccc([N+](=O)[O-])cc1	0	-1	1	-15	1	11	-8
O=C(COc1ccc2ccccc2c1)NC1CC1	?	.	.	.	.	-4	-8
Cc1nc2ccc(NC(=O)c3cccc(S(=O)(=O)N4CCOCC4)c3)cc2s1	7	-5	2	-10	2	0	5
COCC#Cc1cnc2c(c1)C(=O)N([C@@H](C)CO)C[C@@H](C)[C@H](CN(C)C(=O)Cc1ccccc1)O2	-2	4	-2	1	-5	-4	.
COc1ccc(-n2nnnc2C(c2cccc(OC)c2OC)N2CCN(C/C=C/c3ccccc3)CC2)cc1 (configuration not stated)	2	4	2	3	1	-3	.
C=C(C)Cc1c(C)c(C#N)c2[nH]c3ccccc3n2c1=O	-20	0	-27	-6	2	-45	0
O=C(CCN1CCCCC1)N[C@@H]1CC[C@H](CC(=O)N2CCC(Cc3ccccc3)CC2)O[C@@H]1CO	3	1	5	13	-1	10	-3
CC(=O)c1ccc(N2CCC(C)CC2)c(F)c1	.	20	-2	.	-1	.	5
c1ccc(-c2ccccc2OCCOCCN2CCOCC2)cc1	0	-9	-1	-6	3	7	-5
COc1ccc(OC)c(S(=O)(=O)NCc2nc3nc(C)cc(C)n3n2)c1	-6	-1	-1	3	0	1	-13
C[C@@H]1CCCCO[C@H](CN(C)C(=O)Nc2ccccc2)[C@H](C)CN([C@@H](C)CO)C(=O)c2cc(NC(=O)Nc3cccc4ccccc34)ccc2O1	1	-6	-3	8	1	.	-6
CCN(CC)c1ccc(CNc2nnnn2C)cc1	-3	-2	-2	8	2	12	2
COc1ccccc1CNC(=O)C(=O)c1cn(CC(=O)N2CCCC2)c2ccccc12	.	3	14	-4	1	.	12
COc1cccc(CC(=O)Nc2ccc3nc(C)sc3c2)c1	.	-3	-1	-11	2	.	-2
O=C(Nc1ccc(F)cc1)Nc1ccccc1N1CCCCC1	-8	1	2	6	1	-8	-8
C/C=C/c1ccc(C2[C@H]3CNC[C@@H]2N3Cc2cccc(F)c2)cc1 (some centres not stated)	.	1	3	-9	-2	.	-6&0
CC(C)CC(NS(=O)(=O)c1cc(C(=O)O)ccc1Cl)C(=O)O (configuration not stated)	-4	-3	-1	-16	-3	12	10
C[C@@H]1CN([C@@H](C)CO)C(=O)Cc2cc(NS(=O)(=O)c3ccc(F)cc3)ccc2O[C@H]1CN(C)Cc1ccccc1	-4	-12	8	15	2	50	-3
CCn1c(=O)cc(OCC(=O)Nc2ccc3c(c2)OCCO3)c2ccccc21	1	.	.	.	.	-6	-3
COCC(=O)N(C)C[C@@H]1Oc2cc(C#CC3CC3)ccc2S(=O)(=O)N([C@@H](C)CO)C[C@H]1C	1	-5	-1	22	0	-2	-11

This is a subset, so the mix of outcomes need not match the whole.
